# Bioassay records: PubChem, several laboratories
# EP2 antag: EP2 receptor (human) inhibition | C6 glioma cells expressing human EP2, cAMP TR-FRET; cells stimulated with saturating PGE2 | 0.52% of 260,000 active | inhibition, % at 25 µM | AID 1422;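 active = percent inhibition above 40 after rounding to a whole number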;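 note: rat C6 glioma host cells with rolipram phosphodiesterase inhibitor present; the protocol text gives 20 µM as final concentration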
# Target sequence (P43116 whole entry, looked up): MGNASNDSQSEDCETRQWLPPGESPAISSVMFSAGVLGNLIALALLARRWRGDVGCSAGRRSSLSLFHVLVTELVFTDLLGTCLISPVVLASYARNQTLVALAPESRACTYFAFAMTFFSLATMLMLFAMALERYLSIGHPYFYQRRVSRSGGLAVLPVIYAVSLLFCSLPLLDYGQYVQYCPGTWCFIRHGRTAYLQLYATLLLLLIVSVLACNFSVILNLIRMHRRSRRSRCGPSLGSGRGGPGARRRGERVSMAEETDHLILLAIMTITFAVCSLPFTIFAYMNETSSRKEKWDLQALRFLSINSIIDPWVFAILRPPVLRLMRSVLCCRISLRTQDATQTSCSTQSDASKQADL
# FXIIa inh: blocks human coagulation factor XIIa protease activity. P00748. AID 800. inhibition, % at 5 µM. purified FXIIa, Boc-QGR-AMC fluorogenic substrate, 2 h. 0.3% of 220,000 active; in the data active = inhibition above about 40%;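 note: 0% = enzyme with no compound and 100% = blank without enzyme; many of its hits are not listed in these tables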
# CHOP inhibitor: inhibitors of CHOP induction in ER stress response. inhibition, % at 10 µM. 3.8% of 220,000 active. AID 2732. CHO-K1 CHOP-promoter luciferase, tunicamycin-induced, 15-18 h;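 active = compounds that reduced the stress-induced luciferase reporter signal by more than about 70% of percent inhibition, limit read from the data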;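 note: 0% = tunicamycin plus vehicle and 100% = wells without tunicamycin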
# TNF death inh: inhibitors of TNF-alpha induced necroptosis in Jurkat FADD-/- cells. Jurkat FADD-/- TNF necroptosis rescue, ATP luminescence, 24 h; 0 = TNF only, 100 = no-TNF cells. activation (protection from cell death), % at 10 µM. 0.068% of 220,000 active;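 active = activation, meaning protection from cell death, of at least 50% relative to plate controls; inactive = activation below 50%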;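 note: necroptosis triggered by 40 ng/mL TNF-alpha added together with compound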
# zVAD death inh: L929 zVAD cell death inhibition; L929 zVAD necroptosis rescue, ATP luminescence, 24 h; with zVAD 60 µM; viability rescue, % at 10 µM; AID 1377; 0.38% of 220,000 active;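 active = activation, scaled between plate controls, above about 75%, limit read from the data; inactive = activation under that limit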;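 note: 0% = zVAD with DMSO and 100% = DMSO alone without zVAD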
# Wee1 stabilizer: human Wee1 degradation inhibition, primary screen | HeLa Luc-Wee1K328M stability, luciferase luminescence; 100% = proteasome inhibitor MG132 effect | reporter increase, % at 5 µM | 1.2% of 220,000 active;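 active = activation above the mean of all tested compounds plus 3 SD, set per screening run, cut at about 8.8% in these data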;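 note: cells exposed to compound for 20 h before luminescence read; 0% = DMSO alone and 100% = MG132 at 30 µM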
# Target sequence (P30291 whole entry K328M): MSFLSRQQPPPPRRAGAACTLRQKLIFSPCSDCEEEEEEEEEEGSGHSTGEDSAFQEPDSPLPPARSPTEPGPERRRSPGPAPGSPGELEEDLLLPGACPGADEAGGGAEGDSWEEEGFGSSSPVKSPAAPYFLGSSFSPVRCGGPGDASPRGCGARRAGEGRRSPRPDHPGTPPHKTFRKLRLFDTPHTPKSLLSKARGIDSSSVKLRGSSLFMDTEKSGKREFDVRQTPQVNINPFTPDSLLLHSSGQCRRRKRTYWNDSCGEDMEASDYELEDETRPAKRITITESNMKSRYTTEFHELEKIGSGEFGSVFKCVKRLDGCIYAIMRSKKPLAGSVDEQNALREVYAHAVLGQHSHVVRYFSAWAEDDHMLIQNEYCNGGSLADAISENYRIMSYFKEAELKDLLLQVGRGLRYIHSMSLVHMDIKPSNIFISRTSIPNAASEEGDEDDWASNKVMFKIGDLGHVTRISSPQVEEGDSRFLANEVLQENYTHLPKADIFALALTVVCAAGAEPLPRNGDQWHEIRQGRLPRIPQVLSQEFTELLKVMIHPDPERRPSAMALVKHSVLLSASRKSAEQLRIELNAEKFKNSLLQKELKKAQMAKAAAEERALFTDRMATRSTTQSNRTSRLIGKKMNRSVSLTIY
# PPC-1+TRAIL kill: kills PPC-1 cancer cells in the presence of TRAIL. cell killing (% activity), % at 4 µM. PPC-1 cells + TRAIL, ATPLite viability luminescence. 0.41% of 220,000 active;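 active = cell killing above 50% in the first pass at 4 µM, then a duplicate retest at 5 µM averaging 50% or more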;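 note: plate controls were cells with TRAIL plus DMSO for no effect and medium-only wells lacking cells for full effect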
# FXIa inh: inhibitors of human coagulation factor XIa; purified FXIa, Boc-Glu-Ala-Arg-AMC fluorogenic substrate; inhibition, % at 5 µM; 0.14% of 220,000 active;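 active = inhibition of at least 40%; inactive = inhibition below 40%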;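 note: fluorescence of freed AMC excited at 355 nm; 0% = enzyme without compound and 100% = no enzyme blank; many of its hits are not listed in these tables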
# TbHK1 inh: blocks Trypanosoma brucei hexokinase 1 activity. recombinant TbHK1, G6PDH-coupled NADH A340. inhibition, % at 10 µM. 0.11% of 220,000 active. AID 1430;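 active = inhibition of 50% or more in the single-dose primary screen; inactive = inhibition below 50%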
# * = called active by the depositor; / = not tested or not shown; & = joins results of further samples. Only part of the results is shown; the hit share may differ from the screen's.
SMILES,EP2 antag,FXIIa inh,CHOP inhibitor,TNF death inh,zVAD death inh,Wee1 stabilizer,PPC-1+TRAIL kill,FXIa inh,TbHK1 inh
CCCn1c(C)cc(C(=O)Cn2nnc3ccccc3c2=O)c1C,1.9,6.8,3.2,-0.1,15.4,2.8,31.7,8.1,-10.8
C=CCN1CC(c2nc3ccccc3n2CCOc2ccccc2)CC1=O (stereo unspecified),4.8,-6.8,-20.1,-1.9,-0.4,-5.1,-0.2,3.0,-0.7
O=C(c1ccc2ccccc2c1)N1CCN(c2ccc(C(F)(F)F)cn2)CC1,15.4,8.9,88.7*,-1.3,-0.3,0.7,10.7,-6.9,-3.6
Cc1cccc(NC(=O)C2CCCN2C(=O)NC2CCCCC2)c1 (stereo unspecified),2.8,6.6,-4.7,0.5,9.4,-1.5,11.0,-6.5,-5.2
O=C(CSc1ccc(-c2ccccc2)nn1)c1cccs1,1.4,7.4,39.4,0.3,1.4,2.9,-3.1,0.5,-2.8
S=C(NCc1ccccc1)N1CCN(C2CCCCC2)CC1,3.5,9.7,6.4,0.8,0.2,-0.8,7.8,-1.3,6.9
Cc1occc1C(=O)NNC(=O)c1cccc(F)c1,5.6,7.8,12.7,0.3,1.8,3.3,3.5,5.2,-3.8
CCOC(=O)C(CC)Sc1ccc2nnc(-c3cccnc3)n2n1 (stereo unspecified),1.4,6.3,-22.5,-1.0,-1.1,-1.4,-2.8,-4.7,-6.7
COC(=O)c1ccc(NC(=O)CSc2nnc(COc3ccc4c(c3)CCCC4)o2)cc1,1.4,9.6,39.5,-2.3,0.0,-0.2,12.7,0.0,-1.5
Cc1ccc(C(=O)NC2(C(Cl)Cl)N=C(c3ccccc3)N=C2N)cc1 (stereo unspecified),5.1,3.4,24.8,0.0,0.1,-1.3,34.0,-1.8,-8.3
Cc1cccc(N/C(N)=N/c2nc(C(F)(F)F)cc(C(F)(F)F)n2)c1,9.1,1.6,0.2,-0.8,1.6,-1.0,-12.8,-4.2,1.5
CCN(CC(=O)NCCc1ccc(Cl)cc1)Cc1nc2ccccc2c(=O)[nH]1,6.2,2.4,2.1,0.1,0.6,5.0,-9.3,-4.0,-1.3
CCOC(=O)c1sc(NC(=O)c2cccc(S(=O)(=O)N3c4ccccc4CC3C)c2)cc1C (stereo unspecified),21.1,10.8,4.6,3.4,2.5,0.6,25.6,6.0,-7.9
CC(=O)NC(CCS(C)(=O)=O)C(=O)Nc1c(F)cccc1F (stereo unspecified),/,18.9,3.7,0.4,0.3,0.3,-16.6,0.7,10.6
Cc1ccc(CCC2C3=C(CCCC3=O)OC3=C2C(=O)CCC3)cc1,13.0,8.3,20.5,-0.1,-0.1,-1.6,10.9,3.1,-8.3
O=C(O)c1ccn(Cn2cnc3ccccc32)n1,7.9,9.9,-44.9,0.6,1.3,-1.1,16.1,6.4,-4.1
Cc1cccc(C)c1-n1nnnc1C(C)(C)N1CCN(N=O)CC1,16.0,-1.0,13.4,1.0,0.7,0.8,-0.2,-10.5,9.2
CCCn1c(=O)[nH]c(=O)c2c1nc(-c1ccccc1OC(F)F)n2CCOC,2.0,17.3,0.2,0.1,-0.3,0.0,10.1,5.8,-2.3
O=C(Cc1csc(-c2ccccc2)n1)NCc1ccco1,4.7,5.7,21.8,2.5,-0.8,4.2,3.6,-4.1,17.5
Cc1ccc(Cl)cc1NC(=O)N[C@@H](C)C(=O)O,14.9,1.2,8.0,-1.8,0.0,-0.4,14.8,-2.4,-6.0
COC(=O)Cn1nc(C)c2ccccc2c1=O,13.8,8.2,25.4,-0.7,-0.2,0.4,6.3,3.7,-3.2
COc1cc2c(cc1OC)C(C)N(S(=O)(=O)c1cn(C)cn1)CC2 (stereo unspecified),12.7,1.0,10.0,-0.2,-0.1,9.4*,-3.0,-18.8,-6.5
CC(=O)N1CCN(Cc2nc3cc(NC(=O)NC4CCCCC4)ccc3n2C)CC1,11.5,-4.0,5.0,-0.1,2.7,-2.2,13.7,14.6,-1.3
CCCC(=O)C1=C(O)C(C(=O)OC)C(C)(C)CC1=N (stereo unspecified),7.5,11.4,3.0,2.0,-0.4,0.0,8.9,-4.6,0.1
CCc1nnc(NC(=O)c2cnccn2)s1,17.9,14.3,16.3,-2.7,-0.1,-0.4,-2.3,-1.8,-22.6
COc1ccc(CNC(=O)COC(=O)c2cccnc2Nc2cccc(C(F)(F)F)c2)cc1,14.8,-9.0,29.9,-2.1,0.4,-0.5,8.6,1.7,-4.0
CN1CCN(CCCNC(=O)c2cn(C3CCCCC3)c(=O)c3c2c2ccccc2n3C)CC1,14.2,20.1,16.0,0.9,0.3,-2.8,17.9,4.7,-16.3
COc1ccc(NC(=O)c2cc3c(-c4ccc(OC)c(OC)c4)nn(C)c3s2)cc1OC,43.1*,6.4,66.6,-8.6,0.8,-0.1,40.5,5.5,-23.1
Cc1noc(NS(=O)(=O)c2ccc(NC(=O)CSc3nc4c(cc3C#N)CCCC4)cc2)c1C,13.9,2.7,64.2,0.3,3.0,3.6,23.5,-8.1,-18.0
Cc1ccccc1Cn1c(=O)n(CCCC(=O)NCc2ccco2)c(=O)c2sccc21,6.0,7.8,42.2,-0.5,-0.3,-1.9,-6.5,-8.8,0.9
COc1ccc(NC(C)=O)cc1NC(=O)CN1CCN(C2c3ccccc3-c3ccccc32)CC1,11.3,16.3,51.5,-3.9,-0.6,0.3,5.7,5.5,22.3
CC(=O)c1ccc(S(=O)(=O)Nc2cc3c(cc2C(C)=O)OCO3)cc1,3.7,-9.2,-8.4,0.5,-0.7,0.1,17.4,-3.5,-21.5
CC1CN(S(=O)(=O)c2cccc(C(=O)NCc3ccc4c(c3)OCO4)c2)CC(C)O1 (stereo unspecified),10.7,2.5,21.8,-1.0,1.6,-0.3,7.9,-12.8,0.5
COc1ccc(NC(C)=O)cc1NC(=O)c1ccc(Cl)cc1,3.8,6.4,16.9,-1.5,2.5,-1.3,3.0,-4.9,-6.0
Cc1ccc(C(O)(C(=O)NNS(=O)(=O)c2ccc(C)cc2)c2ccc(C)cc2)cc1,7.4,16.1,6.2,2.1,1.1,0.3,11.0,8.3,26.0
CC(=O)Nc1ccc(NC(=O)c2ccccc2C)cc1,4.5,10.8,6.2,0.8,0.0,0.9,-3.3,1.2,2.3
COc1ccc(NC(=O)NCCCN2CCc3ccccc3C2)cc1,3.1,13.5,32.4,3.1,-0.4,-3.4,-5.1,4.5,-1.9
N#Cc1ccc(NC(=O)COC(=O)CCNS(=O)(=O)c2ccccc2)cc1,6.6,5.9,19.1,2.0,0.6,1.2,-1.9,8.7,34.7
O=C(Nc1ccc(F)cc1)c1cccnc1N1CCCCC1,4.2,20.4,15.7,-1.5,-1.5,-0.3,30.5,1.9,23.7
O=C(CCC(=O)N(CC(=O)NC1CCCCC1)Cc1cccs1)Nc1ccccn1,15.9,5.1,4.1,0.0,1.8,7.5,4.6,-3.3,1.0

# Another view of part of the listing above.
canonical_smiles	EP2 antag	FXIIa inh	CHOP inhibitor	TNF death inh	zVAD death inh	Wee1 stabilizer	PPC-1+TRAIL kill	FXIa inh	TbHK1 inh
CC(=O)Nc1ccc(NC(=O)c2ccccc2C)cc1	4.5	10.8	6.2	0.8	0.0	0.9	-3.3	1.2	2.3
CC(=O)c1ccc(S(=O)(=O)Nc2cc3c(cc2C(C)=O)OCO3)cc1	3.7	-9.2	-8.4	0.5	-0.7	0.1	17.4	-3.5	-21.5
N#Cc1ccc(NC(=O)COC(=O)CCNS(=O)(=O)c2ccccc2)cc1	6.6	5.9	19.1	2.0	0.6	1.2	-1.9	8.7	34.7

# Additional structures follow:
SMILES,EP2 antag,FXIIa inh,CHOP inhibitor,TNF death inh,zVAD death inh,Wee1 stabilizer,PPC-1+TRAIL kill,FXIa inh,TbHK1 inh
Cc1ccc(C(=O)N/C(=C/c2cccs2)C(=O)N2CCCCC2)cc1,15.3&4.2,7.3,-33.0,0.1,3.7,1.8,-15.3,-3.3,-13.6
O=C(O)c1cccc(-n2c(O)c(C=C3N=c4ccccc4=N3)sc2=S)c1,12.3,10.3,1.7,-2.6,0.0,-1.8,4.2,2.4,-26.4
O=C(CSc1nnc(SCc2ccc(Cl)cc2)s1)N1CCN(C(=O)c2ccco2)CC1,10.2,-18.2,25.7,-2.7,-0.5,-1.3,13.2,-6.3,0.1
O=C(Nc1ccc(-c2nnc3n2CCCCC3)cc1)c1ccco1,0.2,5.2,20.3,0.2,0.4,4.2,9.4,-1.1,-2.1
COc1cc(/C=C/C(=O)NCCc2ccc(S(N)(=O)=O)cc2)ccc1OCC#N,3.8,-2.1,-26.9,6.1,1.0,-2.1,10.8,-5.3,-20.6
Cc1ccc(OC(=O)c2cc(C)nn2C(C)(C)C)cc1,3.3,4.8,-7.1,1.0,0.8,-1.8,2.4,-4.1,-5.3
COC(=O)[C@@H]1C[C@H]2CC[C@H](O)C[C@H]2N1Cc1ccc(C(F)(F)F)cc1,13.7,9.5,9.0,0.1,0.4,/,17.4,1.2,-10.9
Cc1sc2ncnc(SCc3ccc(C(=O)O)cc3)c2c1C,9.6&6.5,7.9,41.7,0.8,2.6,1.3,-14.4,0.0,-3.0
CCOC(=O)C(C)N1C(=O)S/C(=C/c2cc(C)n(-c3ccccn3)c2C)C1=O (stereo unspecified),13.0,19.4,29.9,-2.1,-0.1,3.2,23.3,-9.1,-28.2
COc1ccccc1NC(=O)CCCc1c[nH]c2ccccc12,3.5,11.2,0.6,-1.5,/,-0.3,4.1,0.1,2.4
C1=C2C[N+]3(CCCC3)CC2Cc2ccc3ccccc3c21 (stereo unspecified),9.4,1.8,-32.6,0.8,0.7,-1.1,13.3,-21.8,-1.2
COc1ccccc1/C=N\Nc1ccccc1[N+](=O)[O-],5.1,6.5,27.0,-2.3,-0.6,5.9,9.1,1.1,-24.8
O=C(CN(c1ccccc1)S(=O)(=O)c1ccc(Cl)cc1)Nc1ccccc1C(=O)N1CCCC1,5.6,-3.9,24.5,-0.6,0.7,-0.6,22.8,-9.7,-9.7
O=C(N/N=C/c1cccs1)c1n[nH]c2c1CCC2,10.2,-4.7,40.5,-5.9,44.0,5.9,24.8,-0.8,-23.1
CCNc1nc(-c2cc3ccccc3o2)cs1,12.4,8.7,14.4,0.0,0.4,8.1,19.7,1.5,-0.8
Cc1cc(C(=O)CSc2nnc(-c3cccc(F)c3)n2N)c(C)n1Cc1ccc2c(c1)OCO2,4.7,12.8,/,-8.1,-0.5,-2.2,29.1,2.7,-7.9
COc1ccc(NC(=O)N2CCC(n3cnc4ccccc43)CC2)cc1,5.0,5.1,46.2,1.2,69.4,8.1,-4.8,-1.7,-8.3
COc1ccc(C(=O)c2nc3c(n2O)CCCC3)cc1OC,9.4,-1.9,60.2,0.2,0.2,-1.9,-7.9,-18.0,-38.9
C=CCn1c(=S)sc2c(=O)[nH]c(C)nc21,11.3,1.7,-3.4,0.6,0.7,10.0*,-3.8,-3.7,-47.8
CCOC(=O)CNC(=O)CSc1nnc(-c2cccc(OC)c2)n1CC,9.6,4.7,25.9,0.5,-0.4,-1.1,18.2,3.5,-4.1
CCCOc1ccc(/C(O)=C2/C(=O)C(=O)N(c3cc(C)on3)C2c2ccc(C(=O)OC)cc2)cc1 (stereo unspecified),23.6,23.5,-12.1,-12.3,0.2,3.7,11.9,20.4,1.0
Cc1ccsc1C(=O)N1CCC(CO)(Cc2ccccc2)CC1,12.9,5.9,20.2,1.8,13.2,-1.8,5.2,-3.5,-7.2
CC1=Nc2ccc(C)cc2/C1=C/c1c(N)n2c(S(=O)(=O)C(C)C)nsc2nc1=O,7.2,6.4,-14.5,1.8,6.5,-2.0,32.8,-5.3,-4.8
O=C(N=C1SCC(=O)N1c1ccccc1)c1ccco1,18.8,15.2,-13.4,-0.9,0.9,-1.0,4.9,9.8,-19.2
